tuberculosis growth: growth inhibition of non-replicating M. tuberculosis (AID 488890); Mycobacterium tuberculosis non-replicating, growth inhibition; higher % means a stronger effect; one-dose inhibition, % at 25 µM; IC50 in µM for titrated hits; 320,000 tested, 0.39% active; in the data active = a potency from the dose series; inconclusive = inhibition mostly from about 82% at the one dose, without a potency; inactive = the rest, 99 in 100 with inhibition below about 76%;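 note: plate controls were DMSO cells for no effect and high antibiotic wells for full effect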
H37Rv inhibition: M. tuberculosis growth inhibition, HTS (AID 449762). M. tuberculosis H37Rv growth inhibition, 7H9 media; higher % means a stronger effect. inhibition, % at 25 µM, or IC50 in µM where a hit was titrated. 330,000 tested, 0.59% active; in the data active = a potency from the dose series; inconclusive = inhibition above about 70% without an active follow-up result;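 note: bacterial growth assessed after seven days of incubation; strong numbers were not always called active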
inhibitors of VEEV: inhibitors of VEEV TC-83 cytopathic effect, confirmation, Vero cells (AID 588727); Vero cells, VEEV TC-83 cytopathic effect inhibition; higher % means a stronger effect; one-dose inhibition, % at 20 µM; IC50 in µM for titrated hits; 350,000 tested, 0.13% active; in the data active = a potency from the dose series; inconclusive = inhibition mostly from about 14% at the one dose, without a potency; inactive = the rest, 99 in 100 with inhibition below about 12%; note: strong numbers were not always called active
PhoP GFP inhibition: Inhibition of PhoP regulon, Salmonella typhi GFP reporter cells, confirmation, 4 h (AID 1850); Salmonella Typhi PhoP-promoter GFP reporter, fluorescence, 4 h; higher % means a stronger effect; one-dose inhibition, % at 50 µM; IC50 in µM for titrated hits; 310,000 tested, 0.33% active; in the data active = a potency from the dose series; inconclusive = inhibition mostly from about 25% at the one dose, without a potency; inactive = the rest, 99 in 100 with inhibition below about 19%;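 note: 0% = induced wells with vehicle and 100% = uninduced wells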
H1N1 NS1A inhibition: NS1A inhibition, H1N1 influenza, cell based functional assay (AID 504329). NS1A functional cell-based assay, percent inhibition; higher % means a stronger effect. inhibition, % at 12.5 µM, or IC50 in µM where a hit was titrated. 340,000 tested, 0.3% active; in the data active = a potency from the dose series; inconclusive = inhibition above about 27% without an active follow-up result; note: strong numbers were not always called active
inhibitors of VEEV 10K pilot screen: second read-out of inhibitors of VEEV, no call of its own (marks repeat the call); inhibition, %; measured here: 10K pilot screen inhibition
The depositor's hits bear a star; i = inactive; ? = inconclusive; · = not tested or not shown; & = joins results of further samples.

SMILES	tuberculosis growth	H37Rv inhibition	inhibitors of VEEV	PhoP GFP inhibition	H1N1 NS1A inhibition	others
CCCCNC(=S)N(CCN(CC)CC)Cc1cc2cc3c(cc2[nH]c1=O)OCCO3	28%	3%	1.9%	-5%	1%
COc1ccc(Cl)cc1NC(=O)CN(C)C1CCCCC1	29%	10%	0.5%	-3%	3%
CC1CCC(C(C)C)C(OCC[N+](C)(C)C)C1 (stereo not given)	0%	-5%	0.9%	-4%	16%
Clc1ccc(Cn2cccc2C2=NCCO2)cc1	·	-7%	1.5%	28%	6%
CCOc1cccc(N2C(=O)CC(n3cnc4ccccc43)C2=O)c1 (stereo not given)	-1%	5%	0.4%	-3%	4%
COc1ccc(N=C2C(=Nc3ccc(OC)cc3)N(c3ccc(OC)cc3)C(=S)N2C(=O)c2ccc(OC)cc2)cc1	3%	2%	0.9%	1%	2%
Cc1ccc(C)c(N2CCN(C(=S)NC3CCCCC3)CC2)c1	45%	-6%	0.7%	16%	-1%
O=S(=O)(c1cccc(-c2nnco2)c1)N1CCOCC1	-3%	4%	5.8%	7%	5%
Nc1c(C(=O)NC23CC4CC(CC(C4)C2)C3)sc2nc3c(c(C(F)(F)F)c12)CCC3	-3%	2%	2.6%	0%	-9%
CCOC(=O)C1CCCN(C(=O)CNC(=O)Cn2ccc3ccccc3c2=O)C1 (stereo not given)	-7%	-2%	1.4%	-4%	-5%
CC(C)NC(=S)NC(=O)c1ccc(-c2ccccc2)cc1	78%	8%	i	-6%	7%
CC(CN1CCCCCC1)C(=O)NN (stereo not given)	-4%	-1%	i	-1%	8%
COc1cc(O)sc1C=Nc1ccc(Cl)cc1Cl	-11%	6%	1.1%	-6%	0%
CCC1(OC(=O)c2ccccc2)CC(C)N(C)CC1C (stereo not given)	11%	-2%	i	-6%	-4%
COC(=O)C1=C(c2ccccc2OCc2ccccc2)C[C@@H]2CC[C@H]1N2C(=O)NCCOc1ccc(OC)cc1	48%	-3%	1.2%	·	3%
C=CCNC(=S)Nc1cccc([N+](=O)[O-])c1	76%	4%	i	1%	-1%
CCN(CC)S(=O)(=O)c1ccc(C(=O)OCC(=O)NC2CCCC2)cc1	43%	2%	1.0%	1%	-18%
O=C(O)c1ccc(S(=O)(=O)N(Cc2ccccc2)C2CCCCC2)cc1	-13%	-9%	i	4%	-2%
Cc1ccc(C(=O)Oc2cccc(-n3cnnn3)c2)cc1	i	?	1.2%	5%	-4%
O=C(NCC(=O)N(Cc1ccccc1)C(C(=O)NCC1CCCO1)c1ccccc1)c1ccco1 (stereo not given)	6%	-7%	8.4%	0%	8%
CC(CNC(=O)CCc1nnc(CCC2CCCCC2)o1)c1ccccc1 (stereo not given)	?	6%	0.8%	7%	0%
CCn1cc(/C=C(\NC(=O)c2ccccc2OC)C(=O)N2CCN(C)CC2)c2ccccc21	21%	10%	3.2%	7%	-1%
Cc1cccc(CN2CCN(c3ncccn3)CC2)c1	50%	?	1.0%	0%	-3%
Cc1ccc(OCCOc2cccc(/C=N/NC(N)=O)c2)cc1	-4%	-1%	0.3%	0%	-6%
COc1cccc(C=C2SC(=S)NC2=O)c1	·	·	0.8%	·	-20%

In the list so far, two contain a thiophene ring, fused or not:
SMILES	tuberculosis growth	H37Rv inhibition	inhibitors of VEEV	PhoP GFP inhibition	H1N1 NS1A inhibition	others
Nc1c(C(=O)NC23CC4CC(CC(C4)C2)C3)sc2nc3c(c(C(F)(F)F)c12)CCC3	-3%	2%	2.6%	0%	-9%
COc1cc(O)sc1C=Nc1ccc(Cl)cc1Cl	-11%	6%	1.1%	-6%	0%

Filtered by structure, those above with a carbonyl joined to an NH by a bond outside any ring
SMILES	tuberculosis growth	H37Rv inhibition	inhibitors of VEEV	PhoP GFP inhibition	H1N1 NS1A inhibition	others
COc1ccc(Cl)cc1NC(=O)CN(C)C1CCCCC1	29%	10%	0.5%	-3%	3%
Nc1c(C(=O)NC23CC4CC(CC(C4)C2)C3)sc2nc3c(c(C(F)(F)F)c12)CCC3	-3%	2%	2.6%	0%	-9%
CCOC(=O)C1CCCN(C(=O)CNC(=O)Cn2ccc3ccccc3c2=O)C1 (stereo not given)	-7%	-2%	1.4%	-4%	-5%
CC(C)NC(=S)NC(=O)c1ccc(-c2ccccc2)cc1	78%	8%	i	-6%	7%
CC(CN1CCCCCC1)C(=O)NN (stereo not given)	-4%	-1%	i	-1%	8%
COC(=O)C1=C(c2ccccc2OCc2ccccc2)C[C@@H]2CC[C@H]1N2C(=O)NCCOc1ccc(OC)cc1	48%	-3%	1.2%	·	3%
CCN(CC)S(=O)(=O)c1ccc(C(=O)OCC(=O)NC2CCCC2)cc1	43%	2%	1.0%	1%	-18%
O=C(NCC(=O)N(Cc1ccccc1)C(C(=O)NCC1CCCO1)c1ccccc1)c1ccco1 (stereo not given)	6%	-7%	8.4%	0%	8%
CC(CNC(=O)CCc1nnc(CCC2CCCCC2)o1)c1ccccc1 (stereo not given)	?	6%	0.8%	7%	0%
CCn1cc(/C=C(\NC(=O)c2ccccc2OC)C(=O)N2CCN(C)CC2)c2ccccc21	21%	10%	3.2%	7%	-1%
Cc1ccc(OCCOc2cccc(/C=N/NC(N)=O)c2)cc1	-4%	-1%	0.3%	0%	-6%

New compounds follow
SMILES	tuberculosis growth	H37Rv inhibition	inhibitors of VEEV	PhoP GFP inhibition	H1N1 NS1A inhibition	others
O=C(c1cc(-c2ccco2)nc2ccccc12)N1CCCC(C(F)(F)F)C1 (stereo not given)	-18%	-8%	0.1%	·	-9%
CCOC(=O)c1cccc(NC(=O)CN(c2ccc(OC)cc2)S(=O)(=O)c2c(C)noc2C)c1	16%	-4%	11%	-5%&-10%	-4%
CSc1nnc(N(CCC#N)CCC#N)s1	7%	1%	0.0%	-8%	-5%
O=C(O/N=C1\CCCc2ccccc21)c1cccs1	?	?	0.1%	-6%	-2%
CC(=O)C[C@H]1c2cc(C(F)(F)F)ccc2S(=O)(=O)N1C1CCCC1	-17%	-1%	0.6%	-4%	3%
COc1ccc(OCc2nnc(SCC(=O)N3CCCc4ccccc43)n2-c2ccc(C)cc2)cc1	22%	-7%	i	-6%	-7%
CCCCCCCCC(=O)N/N=C(\C)c1cccnc1	-3%	7%	1.7%	1%	-5%
CC(C(=O)Nc1ccc2c(c1)OCO2)N(C)CC(=O)Nc1ccccc1Cl (stereo not given)	-12%	0%	2.8%	·	-13%
CCOc1ccc(NC(=O)Cn2c(=O)n(CCCC(=O)NC3CCN(Cc4ccccc4)CC3)c(=O)c3ccccc32)cc1	37%	5%	1.1%	-2%	-10%
CCOc1ccc(N2CC(C(=O)NC(C)C)CC2=O)cc1 (stereo not given)	15%	3%	0.4%	-7%	-7%
O=C(c1ccc(Br)o1)N1CCN(c2ncccn2)CC1	15%	10%	7.1%	-8%	-1%	inhibitors of VEEV 10K pilot screen=0.7
O=C(COC(=O)c1cccs1)NCc1cccs1	45%	-8%	0.3%	-6%	8%
COC(=O)c1c(NC(C)=O)sc(C(=O)Nc2ccccc2F)c1C	1%	-2%	0.9%	12%	-8%
COCCCNc1nc2c(c(=O)n(Cc3ccc(Cl)cc3)c(=O)n2C)n1C	7%	2%	4.1%	6%	20%
COCCCNC(=O)CCc1nnc(Cc2ccc(-c3ccccc3)cc2)o1	46%	-4%	0.9%	-1%	-6%
O=C(CCN1C(=O)/C(=C/c2ccc(Cl)cc2)SC1=S)Nc1cccc(C(=O)O)c1	-7%	1%	i	-4%	2%
CCCCN1CNC(=S)N(c2ccccc2OCC)C1	14%	-3%	1.9%	-4%	20%
Cc1ccc(NC(=O)c2cc(-c3ccccc3O)n[nH]2)cc1Cl	-12%	-4%	1.6%	2%	-3%
O=C(NCc1ccco1)c1nn2c(C(F)(F)F)cc(-c3cccs3)nc2c1Cl	-3%	-6%	i	10%	10%
COc1ccc(NC(=O)CSc2nc3ccccc3c(=O)n2C)cc1	-7%	0%	0.0%	-3%	-6%
O=C(/C=C/c1ccc(F)cc1)NC(=S)Nc1ccccc1C(=O)NC1CCCCC1	1%	-5%	2.0%	-5%	-1%
CCC(CC)C(=O)Nc1ccc(C)c(O)c1	-6%	-3%	3.0%	13%	2%
COc1ccccc1NC(=O)NCCN1CCNC1=O	-19%	-9%	0.1%	6%	-1%
CNC[C@H](NC[C@@H](NCCCc1ccccc1)c1ccccc1)[C@H](C)O	26%	19%	0.3%	-2%	-3%
COc1ccc(N(C(=O)COc2ccccc2OC)S(=O)(=O)c2ccc(C)cc2)cc1	-3%	17%	5.5%	6%	-22%

Additional structures follow:
SMILES	tuberculosis growth	H37Rv inhibition	inhibitors of VEEV	PhoP GFP inhibition	H1N1 NS1A inhibition	others
N#C/C(=C/c1ccccc1)C(=O)OCC(=O)Nc1ccccc1[N+](=O)[O-]	5%	-1%	4.4%	·	-7%
CN(C)C(CNC(=O)c1cc(S(=O)(=O)N2CCOCC2)ccc1F)c1cccs1 (stereo not given)	2%	-3%	0.7%	·	-5%
O=C(CN1C(=O)NC2(CCc3ccccc3C2)C1=O)NCC(F)(F)F (stereo not given)	-3%	0%	i	-2%	-6%
COC(=O)C1=C(C)NC(=O)C1(NC(=O)CN1CCCC1=O)C(F)(F)F (stereo not given)	-4%	2%	0.3%	-3%	2%
O=C(NCCc1c[nH]c2ccccc12)c1ccccc1	10%	12%	0.9%	-4%	1%
Cc1ccc(OC(=O)c2ccncc2)c(C)c1	79%	-4%	0.4%	-9%	-15%
O=C(Nn1c(-c2ccccc2)nc2ccccc2c1=O)c1ccc([N+](=O)[O-])cc1	-22%	4%	2.8%	6%	18%
CCc1n[nH]c(=S)n1/N=C/c1cc(OC)cc([N+](=O)[O-])c1O	-15%	3%	0.5%	11%	-1%
NC(=O)c1ccc(NC(=O)COC(=O)CCC2CCCCC2)cc1	-2%	-6%	1.4%	·	1%
COCCNC(=O)C(=O)N/N=C/c1cccs1	4%	-1%	1.6%	6%	2%
CC(C)N1C(=O)/C(=C\c2nc3ccccc3c(=O)[nH]2)c2ccccc21	44%	-3%	8.2%	-2%	24%
Cc1ccc(C(=O)OCC(=O)Nc2ccc(Cl)cn2)s1	·	0%	1.3%	·	-8%
O=C(NC12CC3CC(CC(C3)C1)C2)c1ccc([N+](=O)[O-])o1	5.4µM*	?	10%	-6%	-3%
O=C(CNC(=O)c1ccccc1Cl)Nc1ccc(Br)cc1C(=O)c1ccccc1	2%	-5%	2.6%	-5%	-2%
COC(=O)[C@H](Cc1ccc(O)cc1)NC(=O)Cn1cnc2c(SC)nc(N)nc21	6%	6%	0.1%	·	3%
CC(=O)N1CCN(C(=O)COc2ccccc2C(=O)Nc2ccccc2)CC1	2%	-5%	1.1%	-27%	-2%
CCCNC(=O)N(C)c1nncnc1C(=O)NC	-12%	-7%	0.1%	-16%	0%
COc1ccc(C(=O)NNC(=O)Nc2ccc(Cl)cc2)cc1	·	-1%	0.8%	4%	-2%
CCN(CC)S(=O)(=O)c1ccc(NN=C(C#N)C#N)cc1	?	-1%	0.5%	-2%	7%
COC(=O)C(C)(C)NC(=O)c1cccs1	0%	14%	1.6%	-1%	-2%
Cc1noc(C)c1CN1C(=O)c2ccc([N+](=O)[O-])cc2C1=O	-11%	-5%	0.1%	1%	-1%
COc1ccc([C@@H]2[C@@H]3C(=O)N(C(C)(C)C)C(=O)[C@@H]3[C@]3(C)C(=O)N(c4cccc(Cl)c4)C(=O)N23)cc1	18%	3%	0.3%	7%	1%
Cc1cc(Cl)c(Cl)cc1S(=O)(=O)NCCCn1ccnc1	28%	2%	i	-9%	0%
Cc1cc(C)c(NS(=O)(=O)c2cccc3cccnc23)c(C)c1	0%	-3%	0.8%	0%	6%
Cc1ccccc1N1CCN(C2CCCN(C(=O)CCC3(C)CC3)C2)CC1 (stereo not given)	21%	3%	1.6%	1%	0%
C[C@]12CCC3=C4CCC(=O)C=C4CC[C@H]3C1CC[C@@H]2O (stereo not given in full)	1%	1%	0.6%	7%	-6%
COC(=O)c1ccc(CN2C(=O)NC3(CCC(C)CC3)C2=O)cc1 (stereo not given)	14%	1%	0.6%	-3%	-4%
Cc1ccc(-c2ccc(S(=O)(=O)NCc3ccco3)cc2)cc1	17%	-1%	2.0%	3%	-6%
CCC(C)NC(=O)CSC1=Nc2ccccc2C2=NC(CC(=O)NCc3ccc(F)cc3)C(=O)N12 (stereo not given)	0%	-3%	4.8%	-6%	5%

2 neighbouring records already listed:
SMILES	tuberculosis growth	H37Rv inhibition	inhibitors of VEEV	PhoP GFP inhibition	H1N1 NS1A inhibition	others
Cc1ccc(-c2ccc(S(=O)(=O)NCc3ccco3)cc2)cc1	17%	-1%	2.0%	3%	-6%
CCC(C)NC(=O)CSC1=Nc2ccccc2C2=NC(CC(=O)NCc3ccc(F)cc3)C(=O)N12 (stereo not given)	0%	-3%	4.8%	-6%	5%
